MEKK2wt PB1 HTS = raises or lowers MEK5 binding to wildtype human MEKK2 PB1 domain | Q9Y2U5 | bead flow cytometry, Alexa488-MEK5 binding to MEKK2 WT; actives lie on both sides | binding response (% of control), % at 10 µM | 1.1% of 290,000 active | AID 1531; in the data active = binding response below about 67% or above about 130%
MEKK3 PB1 HTS = MEKK3-MEK5 PB1 interaction, increase or decrease; Q99759; bead-based flow cytometry, Alexa488-MEK5 binding to MEKK3; actives lie on both sides; 0 = blocked by unlabeled MEK5, 100 = vehicle; binding response (% of control), % at 10 µM; 1.4% of 290,000 active;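 active = binding response more than 3 SD above or below the average of its plate-row segment, actives on both sides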;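 note: Alexa488 bead fluorescence after subtracting the streptavidin-only scavenger bead signal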
MEKK2mut PB1 HTS = signal of MEK5 binding to mutant human MEKK2 PB1 domain; bead flow cytometry, Alexa488-MEK5 binding to MEKK2 mutant; percent response, % at 10 µM; 0.35% of 290,000 active; AID 1530; in the data active = percent response above about 24%, passing the limit was not always enough; note: inactives centre near 1; some results filed as inactive read as strong as hits; reference of the scale not given here
V1aR counter = counter-screen for oxytocin receptor agonists: human V1a receptor agonists; 0.25% of 320,000 active; CHO-V1R cells, Fluo-8 calcium fluorescence, agonist mode; 0% DMSO, 100% 3 nM vasopressin; activation, % at 3 µM; AID 2797;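 active = activation above the mean activation of all tested compounds plus 3 SD, per screening run, cut at about 20% in these data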;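 note: signal is peak over basal fluorescence ratio across a 100 second FLIPR read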
GalR3 antagonist = antagonists of human GalR3; AID 651719; inhibition, % at 3 µM; O60755; HEK293 GalR3-CNG cAMP membrane potential fluorescence; galR3 body fused to GalR1 C-terminus; 0.44% of 360,000 active;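 active = inhibition above the screen-wide average plus 3 SD, cut at about 13% in these data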;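 note: forskolin and galanin both at EC90 stimulate the cells; cAMP rise reported by CNG channel membrane potential dye signal; 0% = forskolin plus galanin with DMSO and 100% = forskolin alone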
Target sequence (O60755 1-299 limits assumed): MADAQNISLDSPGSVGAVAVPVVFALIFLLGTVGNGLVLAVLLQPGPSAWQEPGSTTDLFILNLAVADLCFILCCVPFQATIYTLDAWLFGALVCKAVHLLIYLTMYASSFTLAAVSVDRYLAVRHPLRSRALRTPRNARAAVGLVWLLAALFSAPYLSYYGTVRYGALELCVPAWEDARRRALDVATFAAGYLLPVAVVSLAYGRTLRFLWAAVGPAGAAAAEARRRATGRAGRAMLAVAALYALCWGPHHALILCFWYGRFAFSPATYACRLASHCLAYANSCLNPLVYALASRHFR
NALP1 yeast inh = inhibitors of NALP1 inflammasome in yeast; S. cerevisiae NALP1/ASC/caspase-1 growth, X-gal OD620, 72 h; inhibition, % at 10 µM; 0.61% of 280,000 active; in the data active = inhibition mostly above about 24%, no sharp cut-off; inactive = mostly below about 32%; note: some compounds called inactive have numbers as strong as hits
GPR7 antagonist = human neuropeptides B/W receptor 1 antagonism | P48145 | GPR7-expressing cells, fluorescence antagonist assay | inhibition, % at 4.4 µM | 1.1% of 290,000 active | AID 1861; in the data active = inhibition above about 16%, passing the limit was not always enough;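 note: cells stimulated with the agonist NPW; 0% = agonist with vehicle and 100% = vehicle without agonist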
OXTR agonist = agonists of human oxytocin receptor | P30559 | CHO-OTR cells, Fluo-8 calcium fluorescence; normalized: DMSO 0%, oxytocin 100% | activation, % at 3 µM | 0.32% of 320,000 active | AID 2435;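 active = activation above the mean of all tested compounds plus 3 SD, cutoff set per screening run, cut at about 20% in these data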;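 note: peak over basal fluorescence ratio from a 100 s FLIPR kinetic read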
Target sequence (P30559 whole entry, looked up): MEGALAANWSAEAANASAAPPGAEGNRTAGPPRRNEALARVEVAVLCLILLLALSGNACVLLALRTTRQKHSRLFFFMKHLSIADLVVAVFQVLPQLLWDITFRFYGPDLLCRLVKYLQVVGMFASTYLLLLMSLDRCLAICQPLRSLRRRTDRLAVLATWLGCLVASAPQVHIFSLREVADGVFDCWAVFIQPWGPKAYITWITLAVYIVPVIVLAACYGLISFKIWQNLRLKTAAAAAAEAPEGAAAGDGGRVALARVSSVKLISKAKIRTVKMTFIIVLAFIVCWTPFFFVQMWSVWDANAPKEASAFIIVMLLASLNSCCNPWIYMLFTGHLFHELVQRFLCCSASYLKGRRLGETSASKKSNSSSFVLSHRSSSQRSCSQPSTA
PHOSPHO1 block = PHOSPHO1 (human) inhibition | Q8TCT1 | recombinant PHOSPHO1, absorbance phosphatase assay | inhibition, % at 13.3 µM | 1.1% of 290,000 active | AID 1565; in the data active = inhibition above about 60%
Target sequence (Q8TCT1 whole entry, looked up): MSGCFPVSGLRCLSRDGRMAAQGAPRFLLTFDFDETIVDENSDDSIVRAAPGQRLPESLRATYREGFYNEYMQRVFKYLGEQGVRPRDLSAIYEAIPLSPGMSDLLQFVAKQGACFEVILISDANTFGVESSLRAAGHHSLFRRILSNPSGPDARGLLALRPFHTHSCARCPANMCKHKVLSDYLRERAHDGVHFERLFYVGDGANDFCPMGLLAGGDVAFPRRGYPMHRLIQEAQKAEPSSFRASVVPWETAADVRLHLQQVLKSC
* hit, by the source's call; x = not tested or not shown. Outcome played no part in choosing rows. About 5.4% of those tested had a hit in this group.

Structure,MEKK2wt PB1 HTS,MEKK3 PB1 HTS,MEKK2mut PB1 HTS,V1aR counter,GalR3 antagonist,NALP1 yeast inh,GPR7 antagonist,OXTR agonist,PHOSPHO1 block
CCOC(=O)CN1C(=O)C2(OCCCO2)c2ccccc21,108,106,8,0.1,-6,14,-3,-0.1,2
COc1ccc2nc(SCC(=O)NCC(F)(F)F)[nH]c2c1,102,106,-4,-0.2,1,-2,-6,0.7,19
Cc1ccc(C2=NNC(=O)C(P(=O)(c3ccccc3)c3ccccc3)C2)cc1 (configuration not stated),91,97,-13,-0.4,2,3,-3,1.1,-7
CC1=NN(C(=O)CCc2ccccc2O)C(O)(C(F)(F)F)C1 (configuration not stated),100,90,-1,1.3,1,10,11,2.7,-5
COc1ccc(-c2cc(=O)oc3cc(OC(C)C(=O)NC(Cc4c[nH]c5ccc(O)cc45)C(=O)O)ccc23)cc1 (configuration not stated),99,99,-2,0.2,4,24,-4,0.1,19
CCCN(CCC)S(=O)(=O)c1ccc(C(=O)Nc2cc3oc4ccccc4c3cc2OC)cc1,98,96,2,0.0,2,31,1,-0.1,1
CCOC(=O)Cn1cnc2scc(-c3ccccc3)c2c1=O,108,103,11,0.5,-11,22,-11,-1.1,40
Cc1cc(C)nc(N/N=C/c2ccc(Cl)cc2)n1,92,90,-34,-1.4,3,-2,-1,-1.0,20
O=C(/C=C/c1cc(Br)ccc1F)Nc1cccnc1,103,99,3,2.4,-11,10,-5,-0.1,11
Cc1cccc(C2NC(=O)c3c(sc(C)c3C)N2)c1O (configuration not stated),97,96,-1,-0.2,-4,9,-9,-0.1,41
CCn1cc(C(=O)N[C@@H](CC(C)C)C(=O)NCCCn2ccnc2)c(=O)c2cc3c(cc21)OCO3,101,103,0,1.5,4,-3,-17,0.1,33
O=c1c(Cc2ccc(F)cc2)c(O)ccn1Cc1cccc(Cl)c1,106,99,-6,3.1,1,26,-6,2.4,32
O=C(NN=C1C2CC3CC(C2)CC1C3)c1cc(Cl)ccc1O,101,104,6,10,3,-7,-5,16,-20
Nc1nc(NCC2CCCO2)nc(Nc2ccccc2F)c1[N+](=O)[O-] (configuration not stated),100,100,1,0.4,1,x,-9,-2.3,23
COc1ccccc1N1CCN(C(=O)c2cn(C)c3ccc(S(=O)(=O)N4CCOCC4)cc3c2=O)CC1,104,101,4,0.1,-6,8,-3,-1.3,16
Cc1ccc(OCCCCN2CCCCC2)cc1,105,102,4,x,-4,-9,-9,x,30
O=C(Cn1c(CN2CCCCC2)nc2ccccc2c1=O)NCc1ccco1,102,104,3,-0.1,-2,3,-5,-0.8,-10
CCOc1ccc(C(=O)OCC(=O)c2c(N)n(C)c(=O)n(C)c2=O)cc1OCC,90,94,-5,0.6,-4,9,21,0.1,11
O=C(Nc1nncs1)C1(c2ccccc2)CCCC1,99,96,0,0.2,-5,14,-11,0.5,16
CC(=O)NC(Cc1c[nH]c2ccccc12)C(=O)OCC(=O)Nc1ccc2c(c1)OCO2 (configuration not stated),100,100,3,2.4,15*,16,3,1.1,18
CCSc1ccccc1C(=O)N1CCCC1,108,102,9,-1.4,-7,7,-1,-0.5,5
COc1ccc(NC(=O)CN(C)S(=O)(=O)c2ccc(Cl)cc2)c([N+](=O)[O-])c1,102,102,6,0.0,x,14,2,-0.3,6
CN(C(=O)Cn1nc(Cl)ccc1=O)C1CCCN(Cc2ccccc2F)C1 (configuration not stated),106,104,3,1.3,-2,23,-12,0.4,32
CCOc1cccc2sc(N(CCN(C)C)C(=O)c3ccc(Br)s3)nc12,105,90,-1,0.9,-15,12,1,1.4,30
CCCNC(=O)CN(c1ccc(F)c(Cl)c1)S(C)(=O)=O,95,97,0,1.3,-2,-4,-7,-1.1,9
O=C(NNS(=O)(=O)c1ccccc1[N+](=O)[O-])c1cc2ccccc2cc1O,94,99,1,3.3,-7,-2,-17,4.2,26
Cc1cccc(N(Cc2cc3ccccc3[nH]c2=O)S(C)(=O)=O)c1,99,106,-1,1.6,-7,-4,-4,0.8,2
O=c1c2ccccc2nc2ccc(NCc3ccco3)nn12,101,104,1,-0.9,-4,12,4,-1.6,21
Cc1ncsc1CCSc1n[nH]c(=O)n1-c1ccccc1,102,105,4,1.6,-3,3,-4,0.0,-7
OC1(c2ccc(Cl)cc2)CCN(Cc2nc(-c3cnccn3)no2)CC1,111,106,11,-0.4,-2,4,-10,-0.4,40
CS(=O)(=O)n1nc(OC(=O)c2cccc3ccccc23)cc1N,108,103,0,3.4,-1,-4,-15,4.4,11
CC1CCc2c(sc3nc(CSc4nnnn4C)[nH]c(=O)c23)C1 (configuration not stated),101,101,2,0.7,-3,15,0,1.4,-6

Shown as labelled records: 3 of the compounds above.
CCCNC(=O)CN(c1ccc(F)c(Cl)c1)S(C)(=O)=O
  MEKK2wt PB1 HTS = 95
  MEKK3 PB1 HTS = 97
  MEKK2mut PB1 HTS = 0
  V1aR counter = 1.3
  GalR3 antagonist = -2
  NALP1 yeast inh = -4
  GPR7 antagonist = -7
  OXTR agonist = -1.1
  PHOSPHO1 block = 9
O=C(NNS(=O)(=O)c1ccccc1[N+](=O)[O-])c1cc2ccccc2cc1O
  MEKK2wt PB1 HTS = 94
  MEKK3 PB1 HTS = 99
  MEKK2mut PB1 HTS = 1
  V1aR counter = 3.3
  GalR3 antagonist = -7
  NALP1 yeast inh = -2
  GPR7 antagonist = -17
  OXTR agonist = 4.2
  PHOSPHO1 block = 26
Cc1cccc(N(Cc2cc3ccccc3[nH]c2=O)S(C)(=O)=O)c1
  MEKK2wt PB1 HTS = 99
  MEKK3 PB1 HTS = 106
  MEKK2mut PB1 HTS = -1
  V1aR counter = 1.6
  GalR3 antagonist = -7
  NALP1 yeast inh = -4
  GPR7 antagonist = -4
  OXTR agonist = 0.8
  PHOSPHO1 block = 2

The results go on:
Structure,MEKK2wt PB1 HTS,MEKK3 PB1 HTS,MEKK2mut PB1 HTS,V1aR counter,GalR3 antagonist,NALP1 yeast inh,GPR7 antagonist,OXTR agonist,PHOSPHO1 block
c1coc(-c2nnc3sc(Cc4cccs4)nn23)c1,95,95,1,-0.9,-3,4,-5,0.0,-12
COCCCNC(=O)Cn1cc(C(=O)C2CC2)c2ccccc21,109,108,3,0.3,-4,12,-5,-0.4,-12
CNC(=O)c1ccc(NC(=O)CC23CC4CC(CC(C4)C2)C3)cc1,95,99,-4,3.9,-10,20,7,2.1,19
O=C1Nc2c(c(=O)[nH]c(=O)n2-c2ccccc2)C(C(F)(F)F)(C(F)(F)F)N1,101,93,1,0.1,-6,11,5,0.2,3
O=c1cc[nH]c2c(Cl)cccc12,74,66,-38,0.3,-7,20,3,0.6,34
O=C(Nc1ccc(Br)cc1)N1CCCCCCC1,103,105,-1,0.5,-3,15,-16,-1.5,-17
CCc1c(C)[nH]c2ccc(C)cc2c1=O,104,104,3,4.7,-6,-1,-9,4.4,34
CCn1c(C)nc2cc(S(=O)(=O)C(F)(F)F)ccc21,109,97,17,6.0,-6,14,2,9.1,3
Cc1cccc(NC(=O)CCc2ccccc2)c1,99,95,-1,-0.7,-6,-3,-10,-1.6,22
COc1ccc(-c2nc(C)sc2CC(=O)O)cc1,105,103,0,0.6,-1,-78,3,-0.3,11
COc1ccc(N2CCN(S(=O)(=O)c3c(C)n(C)c(=O)n(C)c3=O)CC2)cc1,109,104,7,0.7,-2,0,-9,0.2,18
O=C(O)c1cc([N+](=O)[O-])ccc1C(=O)Nc1cccc([N+](=O)[O-])c1,99,96,2,0.2,-11,-17,-15,0.3,x
COC(=O)c1cn(C(=O)c2ccc(Br)o2)c2ccccc12,105,103,5,0.2,-3,x,-8,0.1,23
CCOC(=O)c1cc(-c2ccccc2)n(CC(=O)O)c1C,100,97,6,-0.4,4,1,4,-0.1,-5
CC(=O)Nc1c2c(nn1-c1ccccc1C)CS(=O)(=O)C2,109,107,10,1.1,-9,6,-10,1.2,42
COc1cc(OC)c(NC(=O)[C@@H]2CCC(=O)N2C2OC(=O)c3c2ccc(OC)c3OC)cc1Cl (some centres not stated),99,100,1,0.5,-7,4,-4,2.4,40
Cc1ccc(N(C(=O)Cn2nnc3ccccc32)C(C(=O)NC2CCCCC2)c2cn(C)nc2C)cc1 (configuration not stated),102,102,3,0.2,0,-4,-7,0.1,24
CCOC(=O)N1CCN(C(=O)c2ccc(CS(=O)c3ccccc3)o2)CC1 (configuration not stated),99,99,2,0.3,3,13,-14,0.3,33
COCCNc1nc(SCC(=O)N2CCN(c3ccccc3)CC2)nc2ccccc12,108,102,8,-1.4,-6,13,2,-1.8,-24
CCCCN(C)CCNC(=O)c1cc(-c2cccnc2)nc2ccc(S(=O)(=O)N3CCC(C)CC3)cc12,136*,103,14,-0.1,-8,1,-15,-1.1,54
Brc1cccc(Nc2nc(-c3cccnc3)cs2)c1,108,109,1,-0.6,-2,20,-22,-1.6,19
COc1ccccc1N(C(=O)c1ccco1)C(C(=O)NC1CCCC1)c1ccncc1 (configuration not stated),99,101,4,-0.9,-8,4,0,-0.5,24
COCCNC(=O)C1CC(c2ccc(C(F)(F)F)cc2)=NO1 (configuration not stated),102,96,2,1.4,-3,x,x,3.9,x
Cc1ccsc1C(=O)N1CCCC(CCC(=O)NCc2ccccc2F)C1 (configuration not stated),101,101,0,0.3,-3,6,-22,-0.1,6
CC(=O)NCCC(=O)Nc1nc(-c2ccccc2Cl)cs1,102,114,3,0.8,-8,2,0,0.1,9
Nc1ccccc1C#CC(=O)c1ccccc1,105,104,3,-0.2,-9,-10,37*,0.1,42
CCn1ccnc1C(O)c1cccc2ccccc12 (configuration not stated),99,97,3,x,-2,20,-2,x,29
COc1cc(/C=C/C(=O)O)ccc1OCc1cnc(Cl)s1,99,106,-3,0.1,-1,9,2,-0.1,32
O=C(CNC(=O)c1ccco1)NCC(=O)OCc1ccccc1Cl,101,101,0,0.5,-5,-5,-3,-0.3,45
Cc1ccc(-c2cc(C(=O)N/N=C/c3c(C)nn(C)c3C)c3ccccc3n2)c(C)c1,102,102,1,0.0,-5,-2,-14,-1.5,-7
CCCCNCC(=O)Nc1ccc(NC(=O)CNCCCC)cc1,144*,113,27*,0.4,-1,12,-8,-0.4,8
O=C(O)c1ccc(-c2ccc(/C=N/Nc3ccc([N+](=O)[O-])cc3)o2)cc1,89,101,4,65*,-3,x,-7,51*,27
CC(C)c1nnc(NC(=O)CCCC(=O)O)s1,101,106,2,0.3,-1,0,-4,0.2,0
Cc1cnc(C(=O)Nc2ccccc2-c2ccc(C)o2)cn1,108,102,1,-0.7,-3,23,-3,-1.4,36
CC1Cc2ccccc2N1C(=O)CSc1ncc(-c2ccc(F)cc2)n1C (configuration not stated),99,95,3,-0.7,-2,11,-2,-2.3,-31
CCn1nnc(C(=O)O)c1C(=O)O,102,98,-5,0.1,-3,42,2,0.6,-4
CC(NC(=O)C1CCCN1S(=O)(=O)c1cccc2cccnc12)c1ccccc1 (configuration not stated),111,115,5,-0.7,2,-14,-6,-0.6,-7
O=C(/C=C/c1ccccc1)Nc1ccc(Cl)cn1,88,91,-9,x,-8,10,-2,x,55
COCCNc1cc(C)c(C#N)c2nc3ccccc3n12,107,104,8,-0.2,4,x,-3,-0.8,5
O=C(Nc1nccs1)c1ccc2c(=O)n3c(nc2c1)CCCCC3,102,106,16,0.0,-6,36,9,0.8,6
O=C(C1CC(=O)N(C2CCCC2)C1)N1CCC(Cc2ccccc2)CC1 (configuration not stated),110,108,10,2.5,-3,4,-4,2.2,33
COc1ccc(S(=O)(=O)N2CCC(C(=O)NCCc3c[nH]c4ccccc34)CC2)cc1,106,102,2,9.7,0,27,0,3.0,1
c1cc2c(cn1)cnc1cscc12,100,95,-2,-0.6,-3,20,-11,0.1,-15
